Assay outcomes (PubChem)
CBFb RUNX1 block: CBF-beta/RUNX1 interaction disruption. Q01196+Q13951. AlphaScreen CBFb-His/RUNX1-biotin binding, biochemical. Potency, µM (doses to about 59.8 µM), for the others: at the top dose activity, negative = inhibition, most hits filed as inhibitors. 230,000 tested, under 10 active; note: % of control where 0% means no effect
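Proteins preincubated together for 20 min at RT before compound addition; 15 min later, nickel and streptavidin beads were added and left 90 min prior to AlphaScreen measurement.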
Epigenetic derep: epigenetic control regulation, reporter derepression | murine LDR cells, GFP reporter derepression, 30 h | Potency, µM (top dose mostly 53.9 µM), for inactives: top-dose GFP activation, usual class: activators | 280,000 compounds, 0.2% hits | AID 1865; note: potency is the fitted concentration of half-maximal effect; % of control where 0% means no effect; nearly all actives have a fitted effect of over 60% in size
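GFP-positive cell count by laser-scanning cytometry (objects 20–120 um) after 30 h, 37 C compound exposure of murine LDR cells; reporter is CMV-GFP integrated at a silenced locus, inducible by HDAC or DNMT inhibitors.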
KinaseGlo FLuc: Kinase-Glo luciferase inhibition (counter-screen); 200,000 compounds, 0.28% hits; Potency, µM (top dose mostly 38.3 µM), without a hit: top-dose activity change, negative = inhibition, actives largely listed as inhibitors; Q27757; Kinase-Glo luciferase, ATP luminescence, 8 min; note: potency is the fitted concentration of half-maximal effect; % is set by controls: 0 for no effect and ±100 for the full control effect; nearly all actives have a fitted effect of over 60% in size
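Compound is pinned into ATP-containing buffer (10 uM ATP, imidazole pH 7.2, 7 mM MgCl2). Kinase-Glo luciferase reagent is then added. Light output is recorded following an 8-min room-temperature incubation.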
GLA spleen mod: inhibitors or activators of human alpha-galactosidase in spleen homogenate; 240,000 compounds, 0.008% hits; human spleen homogenate, 4MU-alpha-Gal fluorescence, 40 min; P06280; Potency, µM (highest dose often 80 µM), inactives show at the top dose activity change, negative = inhibition, usual class: inhibitors; AID 2107;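 note: potency is the fitted concentration of half-maximal effect; 0% = enzyme with vehicle and -100% = no enzyme basal signal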
Target sequence (P06280 32-429 limits assumed): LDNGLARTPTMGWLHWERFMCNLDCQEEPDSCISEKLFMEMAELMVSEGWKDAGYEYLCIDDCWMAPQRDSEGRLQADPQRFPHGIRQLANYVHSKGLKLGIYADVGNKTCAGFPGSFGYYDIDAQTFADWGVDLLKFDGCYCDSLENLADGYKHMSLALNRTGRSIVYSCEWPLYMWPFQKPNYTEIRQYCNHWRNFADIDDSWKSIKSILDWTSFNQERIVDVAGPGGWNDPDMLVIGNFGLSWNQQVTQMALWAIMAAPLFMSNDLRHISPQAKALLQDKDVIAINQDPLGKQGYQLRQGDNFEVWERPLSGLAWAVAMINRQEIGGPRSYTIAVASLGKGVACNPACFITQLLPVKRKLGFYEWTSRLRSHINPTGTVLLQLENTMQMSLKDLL
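Inhibition or activation of alpha-galactosidase in human spleen homogenate is scored by 4-MU fluorescence after 40 min at 37C, pH 5.0, with 1 mM substrate. AC50s come from concentration-response fitted to the Hill equation.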
IMPase Li inh: membrane-permeable IMPase blocker, potentiated with lithium; CHO-M1 cells, IP1 TR-FRET (IP-One), carbachol + lithium; Potency, µM (series often up to 59.4 µM), for the others: at the top dose activity, negative = IMPase inhibition, most hits filed as inhibitors; 210,000 compounds, 0.35% hits;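 note: IP1 builds up when IMPase is blocked and the TR-FRET signal falls; potency is the fitted concentration of half-maximal effect; plate controls were basal vehicle for no effect and high inhibitor control for full effect; nearly all actives have a fitted effect of over 50% in size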
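Concentration–response in CHO-M1 cells, lithium-potentiated; 30 min at 37C. IP1 detected by competitive TR-FRET after 10 min lysis at RT. Hill-fitted AC50.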
NPSR antag: neuropeptide S receptor (human) antagonism, cAMP; CHO-NPSR cells, cAMP TR-FRET, antagonist mode; Potency, µM (top dose mostly 38.3 µM), inactives show top-dose activity change, negative = inhibition, usual class: inhibitors; 220,000 compounds, 1% hits; note: potency is the fitted concentration of half-maximal effect; % is set by controls: 0 for no effect and ±100 for the full control effect; nearly all actives have a fitted effect of over 50% in size; many of its hits are not listed in these tables
Target sequence (Q6W5P4 whole entry, looked up): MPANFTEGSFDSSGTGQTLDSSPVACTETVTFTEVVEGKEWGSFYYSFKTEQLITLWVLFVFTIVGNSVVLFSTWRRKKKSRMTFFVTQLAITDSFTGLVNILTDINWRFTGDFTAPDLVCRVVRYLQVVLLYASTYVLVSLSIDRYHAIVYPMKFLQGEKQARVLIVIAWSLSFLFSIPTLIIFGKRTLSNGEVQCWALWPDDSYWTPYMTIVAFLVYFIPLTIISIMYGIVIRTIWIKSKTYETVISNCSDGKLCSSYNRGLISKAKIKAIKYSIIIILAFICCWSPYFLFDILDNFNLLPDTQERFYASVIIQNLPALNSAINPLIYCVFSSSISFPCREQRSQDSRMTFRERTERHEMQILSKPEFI
Lamin A splicing: LMNA splicing modulation; HeLa LMNA splicing GFP/RFP minigene ratio, 48 h; 200,000 compounds, 0.01% hits; Potency, µM (highest dose often 46.1 µM), inactives show at the highest dose ratio change, negative = inhibition, hits mostly inhibitors; active = well fitted inhibition curve with a large enough effect in the signal ratio, with a control signal flat, not every such curve was filed as active; inconclusive = small, poorly fitted or top-dose-only effect, or effect the other way, or a change in a side signal; the % refers to the signal ratio; note: potency is the fitted concentration of half-maximal effect; % is set by controls: 0 for no effect and ±100 for the full control effect
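Read-out is the ratio of GFP to DsRed2 object intensity, acquired by 488 nm laser-scanning cytometry on HeLa lamin A-EGFP minigene reporter cells. Compound incubation 48 hrs at 37 °C in Opti-MEM with 2% FBS; DMSO 0.5% final.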
An asterisk follows results filed as active; ? = inconclusive; / = no result given; & = joins results of further samples; [ ] = another dose, or the depositor's remark. Unless noted, calls come from the whole dose curve; as a rule, active = well fitted curve in the direction sought with a large enough effect; inconclusive = small, poorly fitted or top-dose-only effect, or another doubt; inactive = no such curve, though single readings can be large; an effect the other way counts as inactive or inconclusive. This is a subset; the hit share may differ from the screen's.

Compound	CBFb RUNX1 block	Epigenetic derep	KinaseGlo FLuc	GLA spleen mod	IMPase Li inh	NPSR antag	Lamin A splicing
Cc1ccc(C2CC(c3ccco3)n3nc(N)nc3N2)cc1 (configuration not stated)	-4.6%	0.7%	-0.2%	-4.8%	5.4%[38.3 µM]	5.0%[46.1 µM]	-0.8%
CCC(c1nnnn1Cc1ccco1)N(CCN1CCOCC1)Cc1cc2cc(C)ccc2[nH]c1=O (configuration not stated)	6.8%	-1.0%	-4.9%	10.5%	14.7%[38.3 µM]	-0.9%[46.1 µM]	-1.5%
COc1ccc(Cl)cc1C(=O)NCC(c1ccco1)N1CCCC1 (configuration not stated)	8.4%	-0.7%	4.6%	-5.1%	38.8%[activator][38.3 µM]	-10.3%[46.1 µM]	-8.3%
COc1ccc2c(C(=O)CCl)c[nH]c2c1	3.1%	0.0%	/	-5.5%	/	-45.3%	/
Brc1ccc(-c2nnc(-c3ccccc3)c(N3CCSCC3)n2)cc1	-0.7%	-0.6%	0.3%	-4.7%	7.2%[38.3 µM]	-23.9%[46.1 µM]	-3.1%
Nc1ccccc1C(=O)N/N=C1\C2CN3CCN(C2)CC1(c1ccccc1)C3	2.4%	-1.9%	4.2%	12.5%	-1.8%	14.3%	?
Cc1ccc(NC(=O)c2c([N+](=O)[O-])c(C(C)(C)C)nn2C)cc1	-1.3%	-1.8%	0.8%	-2.7%	7.0%	-8.5%	-13.9%
COc1ccc(/C=C/C(=O)c2ccc(NC(=O)c3cccs3)cc2)cc1OC	-14.4%	13.4%	4.3%	2.5%	15.9%[38.3 µM]	?	?
CCCOc1cccc(C(=O)Nc2nnn(CCC)n2)c1	6.1%	-0.7%	-3.7%	2.9%	-3.4%[38.3 µM]	2.2%[46.1 µM]	-1.1%
O=C1CSC(=S)N1Cc1cccnc1	-10.2%	1.9%	-5.1%	-1.5%	31.2%[38.3 µM]	-8.3%[46.1 µM]	?
CC1(c2ccccc2)NC(=O)N(CCN2C(=O)c3ccccc3C2=O)C1=O (configuration not stated)	4.7%	-0.4%	-2.4%	5.2%	-11.5%[38.3 µM]	-0.9%[46.1 µM]	2.5%
Cc1nc(NC(C)(C)CO)c([N+](=O)[O-])cc1[N+](=O)[O-]	0.1%	0.0%	1.9%	0.0%	1.4%	12.9%	19.8%
COC(=O)NC1CSCC1OC(=O)c1ccc(Br)cc1 (configuration not stated)	-0.6%	-0.8%	-0.3%	0.3%	-0.4%	?	-7.7%
CCOc1ccc(Br)cc1S(=O)(=O)Nc1ccc(C(=O)Nc2ccc(C)cc2)cc1	-0.3%	1.0%	-0.8%	0.7%	7.0%	-21.1%	4.5%
N#Cc1nc(Cc2ccccc2)oc1N1CCCC1	-16.8%	-1.6%	1.5%	4.9%	7.5%	-2.3%	20.0%[46 µM]
Cc1cc(C)c2c(N)c(C(=O)NN3CC(=O)N(c4ccccc4)CC3=O)sc2n1	-13.9%	-0.1%	/	1.3%	/	-7.9%	/
Cc1cc(NC(=O)Cn2ccsc2=N)c([N+](=O)[O-])cc1C	1.9%	-1.3%	1.2%	0.6%	-6.0%	13.2%	/
Cc1ccc(C(=O)CSc2n[nH]c(C)n2)cc1	1.6%	5.5%	2.1%	1.5%	-2.2%[38.3 µM]	1.9%[46.1 µM]	6.0%
O=C(Nc1cccnc1)c1cc(F)c(F)cc1Cl	1.2%	0.1%	-0.2%	0.1%	5.5%	4.5%	-0.4%[46 µM]
Cc1cc(Cl)c(S(=O)(=O)N2CCN(c3ccccn3)CC2)cc1OCC(=O)NC1CCCCC1	0.7%	-4.2%	/	0.2%	/	-39.2%	/
COc1cc(C(=O)NCC(c2cccnc2)N2CCN(c3ccc(F)cc3)CC2)cc(OC)c1OC (configuration not stated)	-2.5%	2.3%&1.4%	0.1%	0.6%	4.3%	-33.9%	?
CCc1ccccc1NS(=O)(=O)c1ccc(SC)cc1	8.0%	-0.9%	4.5%	-1.2%	2.8%	-8.0%[46.1 µM]	-8.1%
CN1CCCN(C(=O)CC(c2ccccc2)c2ccccc2)CC1	2.6%	-6.2%	-0.3%	8.6%	34.6%[activator]	8.2%	/
O=C(NCc1cccs1)c1cc(S(=O)(=O)N2CCCCC2)ccc1Cl	-0.4%	4.4%	-4.7%	2.5%	20.2%	-19.4%[46.1 µM]	?
O=C(Cn1cc(C(=O)C(F)(F)F)c2ccccc21)N1CCOCC1	2.5%	-1.2%	-1.4%	-5.7%	1.1%	4.1%	21.6%[46 µM]
COc1cccc(/C=C/C(=O)NCc2ccc(S(N)(=O)=O)cc2)c1	-2.1%	2.1%	/	-1.5%	/	13.2%	12.6%[46 µM]
COc1ccc(N2COC3c4cccc5cccc(c45)C32)cc1 (configuration not stated)	-22.2%	3.5%	-2.6%	-0.5%	14.3%	-11.1%[46.1 µM]	?
O=S(=O)(Nc1cccnc1)c1cccs1	2.9%	-0.1%	-0.2%	-4.7%	-3.3%[38.3 µM]	3.5%[46.1 µM]	6.3%
O=C1c2ccccc2C(Nc2cccc(C(F)(F)F)c2)N1Cc1ccco1 (configuration not stated)	-3.4%	-2.9%	-0.8%	4.2%	16.1%[38.3 µM]	?	?
O=C(O)C1CCCN1C(=O)c1cccs1 (configuration not stated)	0.2%	-2.0%	2.1%	6.3%	1.6%	0.7%[46.1 µM]	-7.9%

Not a retest: an excerpt of the list.
Compound	CBFb RUNX1 block	Epigenetic derep	KinaseGlo FLuc	GLA spleen mod	IMPase Li inh	NPSR antag	Lamin A splicing
O=S(=O)(Nc1cccnc1)c1cccs1	2.9%	-0.1%	-0.2%	-4.7%	-3.3%[38.3 µM]	3.5%[46.1 µM]	6.3%
O=C1c2ccccc2C(Nc2cccc(C(F)(F)F)c2)N1Cc1ccco1 (configuration not stated)	-3.4%	-2.9%	-0.8%	4.2%	16.1%[38.3 µM]	?	?
O=C(O)C1CCCN1C(=O)c1cccs1 (configuration not stated)	0.2%	-2.0%	2.1%	6.3%	1.6%	0.7%[46.1 µM]	-7.9%

(further entries)
Compound	CBFb RUNX1 block	Epigenetic derep	KinaseGlo FLuc	GLA spleen mod	IMPase Li inh	NPSR antag	Lamin A splicing
CCOC(=O)c1sc2nc(SCC(=O)NCc3ccco3)n(Cc3ccccc3)c(=O)c2c1C	3.0%	-1.0%	-3.8%	14.1%	1.9%	-7.7%	-7.5%
O=C(Nc1nnc(-c2ccc3c(c2)CCCC3)o1)c1ccccc1Cl	-12.9%	0.8%	19.1%	-0.6%	-3.7%[38.3 µM]	-22.1%[46.1 µM]	-19.0%
Cc1cc(-c2nn3c(-c4ccccc4)nnc3s2)c2ccccc2n1	9.3%	-4.6%	-1.8%	1.5%	6.6%	-23.0%[46.1 µM]	11.1%
CCCSc1ccc(-c2nn(-c3ccccc3)cc2/C=C(/C#N)C(=O)N2CCOCC2)cc1	-7.9%	0.0%	-2.2%	12.2%	0.5%	-36.6%	?
CC1CCc2c(C(=O)OCC(=O)Nc3cccc(S(=O)(=O)N4CCCCCC4)c3)csc2C1 (configuration not stated)	5.1%	1.1%	1.5%	-0.4%	3.0%	-39.3%	?
Cc1cc(NC(=O)CSc2nnc(-c3ccc4c(c3)OCCO4)o2)no1	-6.6%	0.7%	11.4%	5.5%	5.7%[38.3 µM]	-21.2%[46.1 µM]	10.5%
Cn1nc(C(C)(C)C)c([N+](=O)[O-])c1C(=O)Nc1cccc2ccccc12	-6.4%	-1.2%	/	10.7%	/	?	/
CSCc1cc(N2CCCC2)nc(-c2ccccc2)n1	-2.5%	-1.4%	1.8%	9.8%	11.5%	-31.2%	3.6%[46 µM]
Cc1cccc(Cn2c(=O)n(-c3ccc(CC(=O)NCc4ccco4)cc3)c(=O)c3sccc32)c1	-1.8%	17.3%	5.2%	-3.7%	-0.4%[38.3 µM]	-6.9%[46.1 µM]	17.9%
Cc1[nH]c2ccccc2c1C(=O)COC(=O)C1CC(=O)N(Cc2ccccc2)C1 (configuration not stated)	0.1%	-0.1%	4.4%	0.4%	33.3%[38.3 µM]	-1.1%[46.1 µM]	8.2%
COc1ccc(-c2cc(N3C(=O)Nc4ccccc4N3O)n[nH]2)cc1	-2.6%	1.0%	4.0%	5.4%	-6.9%	36.5%	4.3%
CCOC(=O)N1CCN(C(=O)/C(=C/c2cccs2)NC(=O)c2cccs2)CC1	-0.5%	-0.1%	-2.0%	3.2%	10.7%	-2.1%	/
COc1ccc(-c2nn(-c3ccccc3)cc2/C=C/C(=O)N2CCOCC2)cc1OC	0.6%	-5.3%	0.4%	-8.6%	7.6%	-8.8%	?
CCCOc1ccc(C2NC(=O)NC2=O)cc1 (configuration not stated)	10.3%	-1.0%	-0.7%	-2.1%	-3.6%	1.0%[46.1 µM]	-12.7%
COC(=O)c1nc2n(n1)C(c1ccccc1OC)C1=C(CCCC1=O)N2 (configuration not stated)	2.6%	-1.1%	2.4%	12.2%	-0.2%[38.3 µM]	-15.0%[46.1 µM]	-11.9%
CCOC(=O)c1cc(C#N)c(SC)nc1C	-6.0%	-1.4%	/	6.8%	/	-28.1%	/
C(=N\Nc1nc(-c2ccccc2)cs1)/c1ccco1	-29.8%	-1.0%	1.7%	1.9%	0.0%	-14.7%	-6.2%
O=C(COC(=O)c1cccc(S(=O)(=O)N2CCc3ccccc32)c1)NCc1ccco1	-11.4%	-3.5%	1.2%	-3.7%	10.3%	-0.6%	-11.3%[46 µM]
Cc1c(CCO)sc[n+]1CC(=O)OCCC12CC3CC(CC(C3)C1)C2	-4.6%	-1.3%	-4.5%	-4.1%	5.2%	4.3%	10.1%
O=C(COC(=O)/C=C/c1ccccc1)Nc1ccccc1Br	6.6%	-1.1%	-0.3%	0.7%	4.1%	17.0%	-12.8%
COc1ccc(OC)c(S(=O)(=O)Nc2ccc(O)c3ccccc23)c1	-18.0%	-0.1%	4.8%	1.2%	35.6%[activator]	-21.8%[46.1 µM]	?
CCOC(=O)Cc1csc(SCC(=O)Nc2cccc(C#N)c2)n1	1.9%	?	-0.7%	-2.4%	4.0%[38.3 µM]	-21.5%[46.1 µM]	10.6%
